ULK1 inh: human ULK1 kinase inhibition, primary screen. hit rate 1.9% among 30,000. AlphaScreen Atg13 phosphorylation by ULK1, luminescence. inhibition, % at 5.96 µM. O75385; in the data active means inhibition above about 43%;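 further: 0% = median of compound wells and 100% = no enzyme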
ASK1 primary: human ASK1 kinase inhibition, primary screen. AlphaScreen MKK6 phosphorylation by ASK1, luminescence. inhibition, % at 7.44 µM. hit rate 0.99% among 22,000; in the data active means inhibition above about 35%;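 further: 0% = median of compound wells and 100% = no enzyme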
Target sequence (Q99683 whole entry, looked up): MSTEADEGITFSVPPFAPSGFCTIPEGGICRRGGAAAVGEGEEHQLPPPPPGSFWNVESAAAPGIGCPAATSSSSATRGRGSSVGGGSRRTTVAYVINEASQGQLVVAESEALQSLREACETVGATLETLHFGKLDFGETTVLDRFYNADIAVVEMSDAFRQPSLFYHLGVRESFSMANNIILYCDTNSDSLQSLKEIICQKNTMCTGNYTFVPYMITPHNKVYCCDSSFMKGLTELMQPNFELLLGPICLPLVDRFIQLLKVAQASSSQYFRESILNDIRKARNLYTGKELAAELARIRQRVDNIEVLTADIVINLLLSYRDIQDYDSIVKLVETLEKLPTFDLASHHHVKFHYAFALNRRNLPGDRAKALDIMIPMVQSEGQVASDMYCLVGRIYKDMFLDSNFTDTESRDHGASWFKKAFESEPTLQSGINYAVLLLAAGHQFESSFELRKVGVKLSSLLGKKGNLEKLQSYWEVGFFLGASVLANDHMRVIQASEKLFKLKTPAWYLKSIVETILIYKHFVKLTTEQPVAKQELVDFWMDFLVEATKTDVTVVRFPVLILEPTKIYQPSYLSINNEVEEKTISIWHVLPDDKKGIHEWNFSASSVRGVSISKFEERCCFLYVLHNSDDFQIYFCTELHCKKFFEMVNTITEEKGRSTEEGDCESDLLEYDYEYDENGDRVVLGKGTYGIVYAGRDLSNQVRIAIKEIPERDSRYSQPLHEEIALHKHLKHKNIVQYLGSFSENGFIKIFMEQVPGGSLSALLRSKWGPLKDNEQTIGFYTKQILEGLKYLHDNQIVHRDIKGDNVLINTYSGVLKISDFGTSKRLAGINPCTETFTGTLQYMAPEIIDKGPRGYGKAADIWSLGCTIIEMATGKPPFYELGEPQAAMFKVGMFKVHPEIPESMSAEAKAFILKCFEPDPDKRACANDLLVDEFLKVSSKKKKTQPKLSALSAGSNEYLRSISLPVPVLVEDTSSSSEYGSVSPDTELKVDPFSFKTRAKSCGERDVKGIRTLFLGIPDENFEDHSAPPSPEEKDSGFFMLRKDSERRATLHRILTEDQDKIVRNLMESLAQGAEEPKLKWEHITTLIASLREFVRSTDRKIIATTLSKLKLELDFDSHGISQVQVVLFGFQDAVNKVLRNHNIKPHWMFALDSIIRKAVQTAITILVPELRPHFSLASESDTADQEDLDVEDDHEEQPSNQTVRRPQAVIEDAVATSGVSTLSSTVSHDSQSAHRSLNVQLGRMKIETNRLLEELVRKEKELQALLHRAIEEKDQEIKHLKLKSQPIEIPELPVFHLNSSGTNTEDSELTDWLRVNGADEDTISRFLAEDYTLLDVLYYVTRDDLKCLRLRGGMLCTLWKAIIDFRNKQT
Active calls of the source: *; . = not tested or not shown.

SMILES | ASK1 primary | ULK1 inh
COc1ccc(-c2nc(NCCN3CCOCC3)c3ncn(-c4ccccc4)c3n2)cn1 | -7.3 | -16.5
CC(C)n1cnc2c(NCCN3CCOCC3)nc(N3CCN(c4ccccn4)CC3)nc21 | 5.5 | -19.8
CC(=O)c1cccc(-c2cccc(C(=O)NC3CCN(Cc4ccccc4)CC3)n2)c1 | -10.6 | -2.0
COc1ccc(-c2nccc(NCCN(C(C)C)C(C)C)n2)cc1 | -15.4 | 6.4
CC(C)N1CCC(NC(=O)c2cccc(-n3cc(NC(=O)Nc4ccccc4Cl)cn3)c2)CC1 | 4.6 | 5.8
C=CCNC(=O)CC(=O)N/N=C/c1ccccc1Cl | . | 4.7
CCOC(=O)C(C)SC(=O)NC(C)(C)c1ccncc1 (stereo unspecified) | . | 1.6
O=Cc1ccccc1C=O | . | 35.6
Cc1cc(Nc2ccc(N3CCOCC3)cc2)nc(-c2c(C)nn(C)c2C)n1 | -0.4 | -1.8
Cc1cccc[n+]1CC(=O)c1ccc(Cl)cc1 | . | 2.1
c1ccc(-c2cc(NCCCn3ccnc3)nc(-c3ccncc3)n2)cc1 | . | -7.3
O=C(NCc1nc2ccccc2[nH]1)c1csc(Nc2ccc(N3CCOCC3)cc2)n1 | 11.8 | 4.7
CCN(CC)c1nc(NCc2cccc(C(F)(F)F)c2)nc(N2CCOCC2)n1 | -11.5 | -4.1
O=C(NCCc1ccc(O)cc1)c1ccc2nc(Nc3ccccn3)sc2c1 | 5.6 | -14.6
CC(C)n1cnc2c(Nc3ccc(Oc4ccccc4)cc3)nc(-c3cccc(N)c3)nc21 | 17.3 | -15.0
c1ccc(OCCNc2ccnc(N3CCN(Cc4ccc5c(c4)OCO5)CC3)n2)cc1 | 12.2 | -12.1
CC(C)n1cnc2c(NC3CC3)nc(N3CCN(Cc4ccc5c(c4)OCO5)CC3)nc21 | 16.4 | 2.7
Cc1cc(NC2CC2)nc(Nc2ccncn2)n1 | -12.7 | 2.9
O=C(NCCCN1CCCC1=O)c1ccc2nc(Nc3ccc4ncccc4c3)sc2c1 | -15.4 | -4.0
O=C(NC1CC1)C1CCN(c2ccc(N3CCCC3CO)nn2)CC1 (stereo unspecified) | 1.6 | 6.4
O=C(NCCCN1CCCC1=O)c1ccnc(Cl)c1 | -0.7 | 7.4
CC(=O)Nc1ccc(Nc2ccnc(-c3ccccc3)n2)cc1 | -7.8 | -3.6
O=C1CCCN1CCCNc1nc(N2CCOCC2)nc2c1ncn2CCN1CCCC1=O | -2.7 | -5.3
CCN(CC)c1nc(NCCN2CCOCC2)nc(N2CCc3ccccc3C2)n1 | 0.5 | -2.0
Nc1cccc(-c2nc3ncnc(NCc4cccc(C(F)(F)F)c4)c3[nH]2)c1 | 4.4 | -16.8
CC(C)C[C@H](O)C(=O)N1CCN(c2ccc3[nH]ncc3c2)CC1 | -25.0 | 0.2
O=C(NCc1ccccc1)c1ccnc(NCc2ccc3c(c2)OCO3)c1 | -7.7 | 7.2
CC(C)N(CCNc1nc(Nc2ncccn2)nc2c1ncn2C(C)C)C(C)C | -5.6 | -2.6
COc1ccc(-c2nc(Nc3cc(OC)c(OC)c(OC)c3)c3cc(OC)c(OC)cc3n2)cc1 | 0.1 | -27.6
O=C(Cc1cn(-c2ccc(N3CCOCC3)nn2)c2ccccc12)NCCCN1CCCC1=O | -8.4 | 2.1
c1ccc(Nc2ccnc(N3CCOCC3)n2)cc1 | -4.7 | 4.5
COc1cc(Nc2nc(NCc3cccnc3)c3ncn(-c4ccsc4)c3n2)cc(OC)c1OC | 11.2 | 7.4
OCCN1CCN(c2ncc(-c3ccc(Cl)cc3)cn2)CC1 | . | -21.3
COc1ccc(C(N)c2nc3ccc(-c4ccncc4)cc3[nH]2)cc1 (stereo unspecified) | -15.4 | -15.0
O=C1NCC(c2ccccc2)C1c1nc2ccc(-c3ccncc3)cc2[nH]1 (stereo unspecified) | -3.4 | 6.9
COc1cc(Nc2nc(C)cc(NC3CC3)n2)cc(OC)c1OC | 0.4 | 8.1
COc1ccc2c(c1)CC(C(=O)Nc1ccc(-c3cn[nH]c3)cc1OC[C@@H]1CCCN1Cc1ccccc1)CO2 (stereo partly specified) | 35.2 | -1.6
CC(C)n1cnc2c(NCc3ccccc3)nc(Nc3ccc(N4CCOCC4)cc3)nc21 | 35.4 | -4.8
CC(C)N(CCNC(=O)C1CCN(c2ccc(Nc3ccc(C(F)(F)F)cc3)nn2)CC1)C(C)C | 3.1 | -1.0
CC(C)NC(=O)c1cccc(NC(=O)Nc2ccc(-c3ccnc4[nH]ccc34)cc2)c1 | 38.6* | 23.8
COc1ccc(-c2nc(NCCc3ccc(O)cc3)c3ncn(Cc4ccc(C(F)(F)F)cc4)c3n2)cn1 | -0.6 | -72.1
CC(=O)Nc1ccc(Nc2nc(Nc3ccncc3)ncc2C)cc1 | -31.5 | 37.7
CCN(CC)C(=O)C1CCCN(c2cc(C(=O)Nc3ccccc3)ccn2)C1 (stereo unspecified) | 5.7 | -2.2
Nc1cccc(-c2nc(Nc3ccc(N4CCOCC4)cc3)c3[nH]cnc3n2)c1 | 15.3 | 3.3
O=C1NN(C(=O)Nc2ccccc2)C2Cc3ccccc3C12 (stereo unspecified) | . | 7.7
O=C(CSc1ncc(CO)n1Cc1c(F)cccc1F)N1CCCc2ccccc21 | . | -5.9
COc1cc2nc(Nc3ccnn3C)nc(Nc3ccccc3)c2cc1OC | -6.3 | -17.5
CN(C)c1cccc(Nc2nc(NCCN3CCOCC3)c3ncn(-c4ccccc4)c3n2)c1 | 16.1 | 2.8
CC(C)n1cnc2c(NCCCN3CCCC3=O)nc(N3CCN(c4ccccn4)CC3)nc21 | 1.8 | 1.9
CCCNc1nc(-c2ccc(C(=O)N3CCN(C)CC3)cc2)nc2nc[nH]c12 | 3.5 | -0.7

Next entries.
SMILES | ASK1 primary | ULK1 inh
COc1ccc2c(c1)CC(c1nc3c(OCCCO)cc(-c4cn[nH]c4)cc3[nH]1)CO2 (stereo unspecified) | -2.2 | -13.3
O=C1CCCN1CCn1cnc2c(NCCc3ccc(O)cc3)nc(Nc3ccc(C(F)(F)F)cc3)nc21 | 2.0 | -33.5
O=[N+]([O-])c1ccc(N/N=C/c2c[nH]c3ccccc23)c([N+](=O)[O-])c1 | . | -0.4
O=C(Nc1cccc(C2=NCCN2)c1)Nc1cccc(C2=NCCN2)c1 | . | 8.0
Cc1cccc(NC(=O)Nc2cnn(-c3cccc(C(=O)Nc4ccnc(Cl)c4)c3)c2)c1 | -34.8 | -10.7
CCCNc1cc(-c2ccccc2)nc(N)n1 | 4.8 | -26.4
CC(=O)Nc1ccc(NC(=O)Cc2cn(-c3ccc(N4CCC(N5CCOCC5)CC4)nn3)c3ccccc23)cc1 | -2.9 | 11.7
OCCNc1nc(NCc2ccc3c(c2)OCO3)nc2nc[nH]c12 | 1.4 | 4.0
CCCNc1nc(Nc2ccc3ncccc3c2)nc2c1ncn2Cc1ccc(C(F)(F)F)cc1 | 1.1 | -14.6
CC(=O)Nc1ccc(NC(=O)c2cncc(-c3csc4ccccc34)c2)cc1 | 0.6 | -7.9
CCCNc1cc(C)nc(NCC)n1 | -18.8 | -24.4
COc1ccccc1/C=N/NC(=O)C(C)SCc1ccccc1 (stereo unspecified) | . | -14.1
Cc1cc(NCCc2ccc(O)cc2)nc(Nc2ccc3ncccc3c2)n1 | 11.4 | -16.8
COc1cc2nc(NCc3ccc4c(c3)OCO4)nc(NCc3ccccc3)c2cc1OC | 9.8 | 1.6
CC(=O)Nc1ccc(Nc2nc(N3CCN(Cc4ccc5c(c4)OCO5)CC3)nc3nc[nH]c23)cc1 | 7.4 | -6.6
CCCNc1cc(C)nc(NCCN2CCOCC2)n1 | -13.1 | -4.7
O=C(Nc1ccc2[nH]ncc2c1)[C@H](O)c1ccc(Br)cc1 | -11.3 | -10.0
OC/C=C/c1ccccc1 | . | 0.3
CCN(CC)c1nc(NCCc2ccc(OC)cc2)nc(Nc2ccc(N3CCOCC3)cc2)n1 | 25.7 | -2.8
Cc1nn(C)c(C)c1-c1nc(Nc2ccc(Oc3ccccc3)cc2)c2ncn(-c3ccccc3)c2n1 | 1.1 | -8.9
O=C(Cc1cn(-c2ccc(Nc3ccncn3)nn2)c2ccccc12)NC1CCN(Cc2ccccc2)CC1 | -15.8 | 4.3
Cc1cnc(-c2cccs2)nc1NCc1ccccc1 | -8.0 | -7.5
O=C(NCCc1ccc(O)cc1)c1ccc2nc(N3CCCC3CO)sc2c1 (stereo unspecified) | -4.0 | -13.2
CC(=O)C1=C(C)NC(=O)NC1/C=C\c1ccccc1 (stereo unspecified) | . | 6.7
CC=C1[C@H]2C=C(C)C[C@]1(N)c1ccc(=O)[nH]c1C2 | . | 10.6

An excerpt from above in order of their number in ULK1 inh, largest number first:
structure,ASK1 primary,ULK1 inh
O=C(NCCCN1CCCC1=O)c1ccnc(Cl)c1,-0.7,7.4
Cc1cc(NC2CC2)nc(Nc2ccncn2)n1,-12.7,2.9
CCN(CC)c1nc(NCCc2ccc(OC)cc2)nc(Nc2ccc(N3CCOCC3)cc2)n1,25.7,-2.8
COc1ccccc1/C=N/NC(=O)C(C)SCc1ccccc1 (stereo unspecified),.,-14.1

A run of entries taken from the entries so far:
SMILES | ASK1 primary | ULK1 inh
O=C(NCCc1ccc(O)cc1)c1ccc2nc(N3CCCC3CO)sc2c1 (stereo unspecified) | -4.0 | -13.2
CC(=O)C1=C(C)NC(=O)NC1/C=C\c1ccccc1 (stereo unspecified) | . | 6.7
CC=C1[C@H]2C=C(C)C[C@]1(N)c1ccc(=O)[nH]c1C2 | . | 10.6

More compounds
SMILES | ASK1 primary | ULK1 inh
O=C(CN1C(=O)NC2(CCN(Cc3ccccc3)CC2)C1=O)Nc1ccc(F)cc1F | . | 1.6
Cc1nn(C)c(C)c1-c1nccc(Nc2ccc(N3CCOCC3)cc2)n1 | 6.0 | 24.1
CC(C)CN(CC(C)C)C(=O)C1CCCCC1C(=O)O (stereo unspecified) | . | -1.1
c1ccc(CNc2ccnc(N3CCC(N4CCOCC4)CC3)n2)cc1 | -14.9 | -10.2
OCCNc1nc(Nc2ccc(-n3ccnc3)cc2)nc2c1ncn2C1CCCCC1 | 1.9 | 21.5
Cc1cc(C(C)(C)C)cc(C)c1CC1=NCCN1 | . | -0.9
CC(C)n1cnc2c(NCc3nc4ccccc4[nH]3)nc(Nc3ccccc3)nc21 | 1.6 | 14.0
Cc1ncn(-c2ccc(Nc3cc(-c4nocc4-c4cn[nH]c4C)ccn3)cc2)n1 | -12.6 | 3.3
Cc1ccc(S(=O)(=O)NC(=O)N2CCC(c3nc(-c4cnccn4)no3)CC2)cc1 | . | -9.5
Clc1cnc(Nc2ccc(-n3cnc(N4CCOCC4)n3)cc2)cc1-c1cn[nH]c1 | -0.8 | 18.6
Cc1cc(C)cc(C(=O)NCCS(=O)(=O)N2CCN(c3cccc(Cl)c3)CC2)c1 | . | -6.1
Cc1cc(O)c(C(c2ccc(F)cc2)N2CCN(C)CC2)c(=O)n1Cc1ccco1 (stereo unspecified) | . | 8.8
CCNc1nc(Nc2cc(OC)c(OC)c(OC)c2)c2ncn(CCN3CCCC3=O)c2n1 | 8.9 | 13.5
CC(C)N(CCNc1nc(Nc2ccc3ncccc3c2)nc2nc[nH]c12)C(C)C | 7.1 | 16.8
CC12C=CC(=O)C=C1CC[C@@H]1[C@@H]2[C@@H](O)CC2(C)[C@H]1CC[C@]2(O)C(=O)COC(=O)CCC(=O)O (stereo partly specified) | . | -2.5
CN(C)c1cccc(Nc2nc(NCc3cccc(C(F)(F)F)c3)c3ncn(C4CCCCC4)c3n2)c1 | 17.3 | 13.9
COc1ccc(CCNC(=O)c2cnc(-c3ccccc3)s2)cc1 | -4.4 | 17.0
NC(=O)c1ccc(-c2ccc(C(N)=O)s2)cc1 | 17.1 | -15.8
c1cncc(CNc2nc(NCc3ccc4c(c3)OCO4)nc3c2ncn3-c2ccsc2)c1 | -19.1 | 9.6
FC(F)(F)c1ccc(Cn2cnc3c(NCCN4CCOCC4)nc(N4CCN(c5ccccn5)CC4)nc32)cc1 | 9.0 | -34.3
COc1ccc(-c2cccc(C(=O)Nc3cc(OC)c(OC)c(OC)c3)c2)cc1 | 7.9 | -8.2
CN1CCN(c2ccc(-c3cc(C(=O)NCc4nc5ccccc5[nH]4)ccn3)cc2)CC1 | -4.2 | 2.5
CC(C)CC(NC(=O)C(COC(C)(C)C)NC(=O)C(Cc1ccc(O)cc1)NC(=O)C(CO)NC(=O)C(Cc1c[nH]c2ccccc12)NC(=O)C(Cc1cnc[nH]1)NC(=O)C1CCC(=O)N1)C(=O)N[C@@H](CCCN=C(N)N)C(=O)N1CCCC1C(=O)NNC(N)=O (stereo partly specified) | . | -3.3
CC(C)(C)OC(=O)N[C@@H](c1ccccc1)c1nc(-c2ccc(Br)cc2)no1 | -14.9 | -4.3
O=C1CCCN1CCCNc1cc(N2CCN(c3ccccn3)CC2)ncn1 | -0.6 | -2.8
CC1CCN(C(NC(=O)c2cccs2)C(=O)c2ccccc2)CC1 (stereo unspecified) | . | -7.0
CC1=NN(C(N)=S)C(=O)C1N=Nc1cccc([N+](=O)[O-])c1 (stereo unspecified) | . | -5.1
COc1cccc(CNS(=O)(=O)c2ccc(-c3ncnc4[nH]cc(C)c34)cc2)c1 | -0.5 | 59.5*
Cc1ccc(-n2c(=O)[nH]c3c(C(=O)Nc4ccc(C)cc4C)cn(C)c3c2=O)cc1 | . | 2.2
N[C@@H](CC(=O)N1CCn2c(nnc2C(F)(F)F)C1)Cc1cc(F)c(F)cc1F | . | -6.6
O=C(NC1CC1)c1cnc(Nc2ccccc2)s1 | -7.5 | -16.0
O=C(Nc1ccc2c(c1)OCO2)c1cccc(NC2CCC(O)CC2)n1 (stereo unspecified) | 7.6 | 4.3

Shown as a hit in ULK1 inh, among the entries above:
SMILES | ASK1 primary | ULK1 inh
COc1cccc(CNS(=O)(=O)c2ccc(-c3ncnc4[nH]cc(C)c34)cc2)c1 | -0.5 | 59.5*

Assay outcomes (PubChem)
